Source: PubChem BioAssay
PTHR1 ag: PTHR1 (human) receptor agonism; Q03431; HEK293 GP2 PTHR1 cells, GloSensor cAMP luminescence, 1 h; Potency, µM (titrated, usually from 115 µM), for inactives: at the top dose activation, actives largely listed as activators; 410,000 tested, 0.075% active; note: nearly all actives have a fitted effect of over 55% in size; some results filed as inactive show a strong effect at the top dose; inactives centre near -15; many of its hits are not listed in these tables
Target sequence (Q03431 whole entry, looked up): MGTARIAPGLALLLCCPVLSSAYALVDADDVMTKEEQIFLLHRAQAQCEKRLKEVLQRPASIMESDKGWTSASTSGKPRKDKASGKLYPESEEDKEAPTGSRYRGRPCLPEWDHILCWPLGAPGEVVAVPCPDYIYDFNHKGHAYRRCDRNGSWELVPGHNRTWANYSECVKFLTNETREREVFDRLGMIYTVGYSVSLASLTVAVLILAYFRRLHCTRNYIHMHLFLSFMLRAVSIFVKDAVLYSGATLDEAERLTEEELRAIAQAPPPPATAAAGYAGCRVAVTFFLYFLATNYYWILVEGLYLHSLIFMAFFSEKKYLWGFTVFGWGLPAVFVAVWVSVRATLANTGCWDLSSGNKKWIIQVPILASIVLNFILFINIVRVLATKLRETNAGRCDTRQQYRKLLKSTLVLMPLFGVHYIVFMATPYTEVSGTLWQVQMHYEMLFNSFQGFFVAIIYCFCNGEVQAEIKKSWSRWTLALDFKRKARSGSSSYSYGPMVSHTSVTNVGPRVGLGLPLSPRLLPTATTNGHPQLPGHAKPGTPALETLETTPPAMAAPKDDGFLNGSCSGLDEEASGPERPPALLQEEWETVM
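HEK-293-derived GP2 cells expressing PTHR1 and a GloSensor cAMP reporter, 3,000/well, plated overnight, given luciferin plus IBMX (each 0.5 mM as added) for 1 h at 37 °C, then compound for 1 h at 37 °C. Luminescence was read after 15 min at room temperature.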
FUS suppressor: suppressors of FUS proteinopathy in yeast; S. cerevisiae FUS-expressing, growth rescue, OD600, 24 h; Potency, µM (titrated, usually from 76.6 µM), without a hit: at the highest dose growth rescue (activation), usual class: activators; 390,000 tested, 0.24% active;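 note: plate controls were DMSO vehicle for no effect and reference control for full effect; nearly all actives have a fitted effect of over 55% in size; some results filed as inactive show a strong effect at the top dose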
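Compound concentration series was pinned onto galactose-induced FUS-expressing yeast seeded at OD 0.005. Plates sat 24hr at 30C; absorbance at 600 nm gave growth. DMSO served as background control.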
TDP43 rescue: rescues yeast growth from TDP-43 toxicity; TDP-43 expressing yeast growth rescue, BacTiter-Glo, 24 h; Potency, µM (series often up to 46.1 µM), for the others: top-dose growth rescue (activation), hits mostly activators; 410,000 tested, 1.8% active; note: % of control where 0% means no effect; nearly all actives have a fitted effect of over 50% in size
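Yeast expressing TDP-43 (pregrown in raffinose, seeded at OD600=0.02 in galactose medium) exposed to compounds 24 hr at 30 deg C. Growth read by BacTiter-Glo luminescence; rescue of toxicity appears as increased signal.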
* = called active by the depositor; i = inactive; u = inconclusive; [ ] = another dose, or the depositor's remark. Calls come from the whole dose curve; as a rule, active = well fitted curve in the direction sought with a large enough effect; inconclusive = small, poorly fitted or top-dose-only effect, or another doubt; inactive = no such curve, though single readings can be large; an effect the other way counts as inactive or inconclusive. Potency is the fitted concentration of half-maximal effect.

SMILES	PTHR1 ag	FUS suppressor	TDP43 rescue
Cc1ccc(N(C)S(=O)(=O)c2c(-c3ccccc3)csc2C(=O)O)cc1	i	23.9%	0.0%
CCOc1ccc(C(=O)Nc2c(C)nc(Nc3ccccc3)nc2Nc2ccccc2)cc1OCC	6.4%	u	0.0%
COc1ccccc1C(=O)NCC(c1cccnc1)N1CCc2ccccc2C1 (stereo not drawn)	-13.0%	-15.8%	19.6%
CC(C)c1ccc(NC(=O)c2cc(S(=O)(=O)N3CCc4ccccc4C3)ccc2F)cc1	i	-12.5%	26.7%[9.22 µM]
CC(=O)Nc1ccc(NC(=O)C2Cc3ccccc3N2C(=O)c2ccccc2)cc1 (stereo not drawn)	-34.6%[inhibitor]	12.7%	0.0%
Cc1oc2ncn(CC(C)C)c(=O)c2c1C(=O)NCc1cccc(Cl)c1	i	17.8%	19.5%
Cc1ccc(OCC(=O)N(Cc2ccco2)Cc2ccco2)cc1C	-8.9%	15.6%	7.3%
CCc1ccc(S(=O)(=O)NCCc2cn3ccsc3n2)cc1	i	-0.8%	11.7%
COc1ccc(OC)c(CNC(=O)C2CCN(S(=O)(=O)c3ccc4[nH]c(=O)oc4c3)CC2)c1	15.3%	-6.2%	5.0%
COc1ccc(CCNC(=O)CN(c2ccc(C)cc2)S(=O)(=O)c2ccc(OC)cc2)cc1	-2.6%	0.1%	14.9%
Cn1cnc(S(=O)(=O)N2CCCC(C(=O)Nc3ccc(OC(F)(F)F)cc3)C2)c1 (stereo not drawn)	-8.8%	8.0%	18.8%
Cc1ccc(NC(=O)CN2C(=O)COc3ccc(S(=O)(=O)Nc4ccccc4)cc32)c(C)c1	-16.4%	17.8%	14.3%
CCOc1ccc(CCNC(=O)c2cn(-c3ccc(OC)cc3)c(=O)c3ccccc23)cc1OCC	-7.3%	1.9%	-6.8%
CCOc1ccc(NC(=O)Cn2cc(C(=O)c3ccccc3)c(=O)c3cc(OC)ccc32)cc1	-29.9%	-13.6%	13.9%
Cc1ccc(C(=O)N2CCC(C)CC2)cc1NC(=O)c1nsc2ccccc12	-23.2%	-0.9%	13.7%
CCc1ccccc1N(C)C(=O)c1ccc2c(=O)n3c(nc2c1)CCCCC3	i	10.6%	u
Cc1nc(N2CCOCC2)c2c(C(=O)NCc3ccc(Cl)cc3)c(C)oc2n1	i	-9.9%	-17.7%
Cc1cccc(OCCSc2nc3ccc(NC(=O)COc4ccccc4)cc3s2)c1	9.3%	0.3%	-16.2%
Cc1cccc(NC(=O)CSC2=Nc3ccccc3C3=NC(CCC(=O)NCc4ccco4)C(=O)N23)c1 (stereo not drawn)	-20.0%	36.9%	11.7%
CC(=O)Nc1cccc(NC(=O)Cc2csc(COc3cccc(C)c3)n2)c1	-28.4%	14.9%	20.2%
CCCCn1c(=O)nc2n(-c3ccc(F)cc3)c3ccccc3cc-2c1=O	i	0.2%	13.9%
CC(=O)c1ccc(NC(=O)CCSc2nc(-c3ccco3)cc(C(F)(F)F)n2)cc1	i	5.8%	18.6%
CCc1ccc(S(=O)(=O)c2cn(C)c3cc(F)c(F)cc3c2=O)cc1	-27.7%	-0.1%	19.0%
CCOc1ccc(NS(=O)(=O)c2ccc3nc(-c4ccccc4)[nH]c3c2)cc1	-95.6%[inhibitor]	-15.6%	20.1%
CC(C)NC(=O)Cn1nc(N2CCN(c3ccccc3)CC2)ccc1=O	-33.2%	-19.5%	14.8%
CCOC(=O)c1ccc(NC(=O)CC2C(=O)N(c3cccc(OC)c3)C(=O)N2C2CCCCC2)cc1 (stereo not drawn)	-13.7%	u	-1.7%
CCc1ccc(NC(=O)c2cnn(-c3c(C)cccc3C)c2C2CCN(C(=O)OC(C)(C)C)CC2)cc1	i	-3.6%	7.0%
OCCN1CCN(C(c2ccc(Cl)cc2Cl)c2sc3nc(-c4ccco4)nn3c2O)CC1 (stereo not drawn)	i	-3.2%	12.7%
Cc1ccc(CSCCNC(=O)CN(c2cccc(C)c2C)S(=O)(=O)c2ccccc2)cc1	-10.6%	u	9.7%
O=C(NCCC1=CCCCC1)c1ccc2c(c1)N(Cc1ccc(F)cc1)C(=O)c1ccccc1S2(=O)=O	i	40.5%	14.3%
Cc1ccc(NC(=O)Nc2nnc(SCC(=O)N3CCCCC3)s2)cc1	i	-5.9%	7.1%
COc1ccc(Cl)cc1NC(=O)CCC(=O)c1ccc(C)cc1	0.1%	-8.2%	11.4%
Cc1oc(-c2ccc(C(=O)NCc3cccc(F)c3)cc2)nc1COc1ccccc1	-6.9%	25.9%	u
Cc1nc2sccn2c(=O)c1S(=O)(=O)Nc1ccc(N2CCOCC2)cc1	u	8.9%	4.2%
COc1ccc(C(=O)Nc2ccc3nc4c(c(Nc5ccccc5OC)c3c2)CCCC4)c(OC)c1	-14.9%	u	0.6%
COc1ccc(-c2cc(OC(=O)c3ccccc3Cl)c3c(C)oc(C)c3c(=O)c2)cc1OC	8.9%	u	5.4%

Some of the entries so far, comma-delimited:
Compound,PTHR1 ag,FUS suppressor,TDP43 rescue
COc1ccc(C(=O)Nc2ccc3nc4c(c(Nc5ccccc5OC)c3c2)CCCC4)c(OC)c1,-14.9%,u,0.6%
Cc1ccc(CSCCNC(=O)CN(c2cccc(C)c2C)S(=O)(=O)c2ccccc2)cc1,-10.6%,u,9.7%

Carrying on.
SMILES	PTHR1 ag	FUS suppressor	TDP43 rescue
COc1ccc(Cn2ccc3nc(C)c(C(=O)Nc4ccc(OC)cc4)cc3c2=O)cc1	-7.5%	2.2%	16.5%
CC(C)CN(CCCNC(=O)CN1N=C(c2ccccc2)CCC1=O)CC(C)C	-21.6%	-3.5%	-2.4%
Cc1cccc(NC(=O)CSc2nc3c(oc4ccccc43)c(=O)n2Cc2ccco2)c1	-4.4%	-12.0%	5.5%
Cc1ccc(C)c(NC(=O)Cn2c(-c3nonc3N)nc3ccccc32)c1	-3.6%	-2.9%	22.6%
COc1ccc(CNC(=O)Cn2c(=O)cc(-c3ccccc3)c3c(C)nn(C)c32)cc1	i	u	0.0%
CC(C)c1ccc(C2=CC(c3cccc(Cl)c3)n3ncnc3N2)cc1 (stereo not drawn)	-3.4%	27.3%	12.6µM*
COc1ccc(N2CC(NC(=O)C(c3ccccc3)c3ccccc3)CC2=O)cc1OC (stereo not drawn)	i	34.1%	27.3%
COc1ccccc1CNC(=O)c1ccc(N2CCCC2)c(NC(=O)NCCC(C)C)c1	-27.8%	22.9%	19.7%
CCOc1ccccc1NC(=O)C(Cc1ccccc1)NS(=O)(=O)c1ccc(Br)s1 (stereo not drawn)	-48.7%[inhibitor]	-18.4%	-10.9%
Cc1ccc(NC(=O)C2CCCN(S(=O)(=O)c3c(C)n[nH]c3C)C2)cc1C (stereo not drawn)	u	-13.1%	-1.5%
Cc1cc(C)c(/C=C/c2onc(C)c2S(=O)(=O)N2CCC(C(=O)Nc3ccc(Cl)cc3C)CC2)c(C)c1	i	-1.4%	21.6%
Cc1cc(NC(=O)CSc2nc3c([nH]c4ccccc43)c(=O)n2-c2ccccc2)no1	i	7.8%	-11.6%

Brought forward from above: three compounds, then new ones.
SMILES	PTHR1 ag	FUS suppressor	TDP43 rescue
Cc1ccc(NC(=O)C2CCCN(S(=O)(=O)c3c(C)n[nH]c3C)C2)cc1C (stereo not drawn)	u	-13.1%	-1.5%
Cc1cc(C)c(/C=C/c2onc(C)c2S(=O)(=O)N2CCC(C(=O)Nc3ccc(Cl)cc3C)CC2)c(C)c1	i	-1.4%	21.6%
Cc1cc(NC(=O)CSc2nc3c([nH]c4ccccc43)c(=O)n2-c2ccccc2)no1	i	7.8%	-11.6%
CCOc1ccccc1CNC(=O)c1ccc2c(c1)sc1nc(-c3ccccc3)cn12	i	33.9%	11.1%
COc1ccc(OC)c(/C=C(\C#N)c2nc3ccccc3c(=O)[nH]2)c1	i	16.6%	14.2%
Cc1c(C(=O)OC2CCC(C)CC2)[nH]c2c1C(=O)CC(c1ccc(F)cc1)C2 (stereo not drawn)	-0.1%	-12.6%	u
Cc1cc(C)c(NC(=O)CN2c3ccccc3S(=O)(=O)c3ccccc32)c(C)c1	i	24.2%	0.3%
Cc1ccc(NC(=O)c2ccc3c(O)c(S(=O)(=O)c4ccc(Cl)cc4)c(=O)[nH]c3c2)cc1	10.5%	27.4%	-13.1%
COc1ccc(N2CCN(C(=O)CCn3c(=O)c4cccn4c4cccnc43)CC2)cc1	i	-0.6%	-7.7%
CCc1nc2ccc(C(=O)NCc3cc(OC)ccc3OC)cc2nc1CC	3.5%	32.9%	-7.7%
O=S(=O)(Nc1ccc2nc(-c3cccc(Cl)c3)oc2c1)c1ccccc1	-5.8%	-12.3%	14.1%
CC(C)Oc1ccc(CNC(=O)c2cc3cccc4c3n2CC(C)S4)cc1 (stereo not drawn)	-23.1%	38.4%	4.0%
CCCCN(C)C(=O)Cn1ncc2c([nH]c3ccc(C)cc32)c1=O	-7.1%	-0.1%	16.5%
CCCCn1cc(S(=O)(=O)c2ccc(C)c(C)c2)c(=O)c2cc(F)c(N3CCN(C)CC3)cc21	-23.2%	5.0%	27.8%
COc1ccc(CCNC(=O)c2cnc3ccc(C)cn3c2=O)cc1OC	i	1.8%	25.3%
CCN(CC)c1ccc(C2C(C(N)=O)=C(C)Nc3nc(SCc4ccccc4)nn32)cc1 (stereo not drawn)	-9.6%	7.5%	9.3%
CCOC(=O)c1ccc(NC(=O)c2cc3c([nH]c2=O)CC(c2ccccc2)CC3=O)cc1 (stereo not drawn)	-4.0%	-14.8%	14.0%
CCCOc1ccc(C2CC(=O)Nc3c2c(C)nn3-c2nncc(-c3cccc(OC)c3)n2)cc1OC (stereo not drawn)	u	-26.8%	-27.7%
Cc1cc(Nc2ccccc2Cl)n2nc(-c3ccco3)nc2n1	-7.1%	-5.1%	0.0%
CCOc1ccc(OCC(=O)Nc2ccc(S(=O)(=O)Nc3cc(C)on3)cc2)cc1	-8.8%	35.3%	1.3%
COC(=O)c1c(SC)nc2ccccc2c1OCc1ccccc1C	i	7.9%	16.1%
COc1ccccc1CN1CCC(CNC(=O)c2cnn(-c3cccc(Cl)c3)c2C2CCN(C(=O)OC(C)(C)C)CC2)CC1	i	-1.8%	16.7%
CCC(=O)Nc1ccc2nc(SCCOc3ccccc3)sc2c1	i	3.2%	-1.9%
CCOc1ccc2nc(N3CCCC(C(=O)Nc4ccc(CC)cc4)C3)sc2c1 (stereo not drawn)	-40.0%[inhibitor]	12.1%	21.2%
Cc1ccc(-n2nc(CO)c(C(=O)NCc3cccs3)n2)cc1C	-12.1%	5.1%	15.5%
O=c1c2ccccc2n(Cc2cccc(Cl)c2)c(=O)n1Cc1ccccc1	i	1.2%	10.4%
COc1ccc(OC)c(C2CC(=O)c3c([nH]c(C(=O)OC4CCC(C)CC4)c3C)C2)c1 (stereo not drawn)	i	3.3%	19.7%
COc1ccc(C)cc1NC(=O)c1ccc2c(c1)N(Cc1cccc(Cl)c1)C(=O)c1ccccc1S2=O (stereo not drawn)	2.1%	31.5%	-15.8%
Cc1ccc(C)c(OCCn2cc(C(=O)c3ccco3)c3ccccc32)c1	23.0%	28.3%	3.5%
CCOC(=O)c1c(NC(=O)CS(=O)(=O)c2ccc(Cl)cc2)sc2c1CCCC2	-13.7%	-10.8%	-7.4%
CCCCC(CC)CNC(=O)c1ccc2c(=O)n(Cc3ccc(OC)cc3)c(=O)[nH]c2c1 (stereo not drawn)	-22.4%	-21.0%	13.9%
Cc1nnc2c3ccccc3nc(Nc3ccccc3C(=O)O)n12	i	-5.7%	3.2%
Cc1ccc2nc(N(Cc3cccnc3)C(=O)CCOc3ccccc3)sc2c1	-22.9%	-4.8%	0.0%
Cc1nn(C(=O)COc2ccc(Cl)cc2)c(C)c1Sc1ccccc1	i	0.5%	-0.4%
Cc1ccccc1NC(=O)Cn1c(=O)n(Cc2ccco2)c(=O)c2cccnc21	-34.6%[inhibitor]	8.8%	7.3%
O=S(=O)(c1ccc2c(c1)CCN2)N1CCCCCC1	i	6.5%	26.6%
COc1ccccc1N1CCN(S(=O)(=O)c2c(C)nc3sccn3c2=O)CC1	i	-9.4%	18.6%
Cc1ccc(OCc2nc(C#N)c(NCCc3ccccc3)o2)cc1	-79.5%[inhibitor]	19.8%	20.1%
CCOc1ccc(NC(=O)c2nnn(-c3ccc(F)c(Cl)c3)c2C)cc1	i	-21.7%	16.8%
Cc1csc2nc(COc3ccc(NC(=O)c4ccccc4F)cc3)cc(=O)n12	-3.5%	20.4%	-1.1%
O=S1(=O)c2ccccc2N(Cc2cccc(C(F)(F)F)c2)c2ccccc21	-46.1%[inhibitor]	u	20.2%
COc1cc(OC)cc(C(=O)N2CC(=O)Nc3ccc(Cl)cc3C2c2ccccc2)c1 (stereo not drawn)	-14.1%	-15.0%	18.6%
CCCCN(C)C(=O)c1ccc2c(c1)N(Cc1cccc(Cl)c1)C(=O)c1ccccc1S2=O (stereo not drawn)	-64.9%[inhibitor]	u	18.2%
Cc1ccc2oc(-c3ccc(Cl)c(NC(=O)c4cc5ccccc5o4)c3)nc2c1	i	14.2%	u

An excerpt. The share of hits here may be higher or lower than overall.
